TRPV1 ag – human TRPV1 agonism | Q8NER1 | TRPV1-expressing cells, Fluo-8 calcium influx, agonist mode | activation, % at 8.33 µM | hit rate 0.19% among 320,000 | AID 540275; in the data active = activation above about 80%; inconclusive = between about 30% and that limit; also: 0% is about no effect
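Cells expressing TRPV1 were dye-loaded with Fluo-8 and read kinetically: 10 s baseline, 3 min after compound (agonist portion), then 2 min after EC20 capsaicin (allosteric enhancer portion). Calcium-bound dye fluorescence at 480/520 nm.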
ELG1 DNA repair – inhibitors of ELG1-dependent DNA repair in HEK293T cells; Potency, µM (titrated, usually from 46.1 µM), without a hit: at the top dose activity change, negative = inhibition, usual class: inhibitors; HEK293T ELG1-luciferase reporter, luminescence, 16 h; DNA damage induced by 5-fluorouridine; hit rate 2.3% among 330,000; also: potency is read from the fitted curve at half-maximal effect; % is scaled to controls: 0 for no effect and ±100 for the full control effect; nearly all actives have a fitted effect of over 55% in size
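Overnight (16 hr) co-exposure of 2,000 cells/well to 5-fluorouridine and compound at 37 °C preceded detection. Luciferase was quantified via ONE-Glo luminescence; loss of signal denotes inhibition.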
USP2a inh – inhibitors of human ubiquitin-specific protease USP2a. O75604. Potency, µM (highest dose often 38.3 µM), for inactives: top-dose activity change, negative = inhibition, usual class: inhibitors. USP2 core, Ub-CHOP2 coupled fluorogenic reporter, 485/531. hit rate 0.01% among 330,000. AID 463254;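 also: potency is read from the fitted curve at half-maximal effect; plate controls were DMSO wells for no effect and full inhibition by NEM control for full effect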
Target sequence (O75604 whole entry, looked up): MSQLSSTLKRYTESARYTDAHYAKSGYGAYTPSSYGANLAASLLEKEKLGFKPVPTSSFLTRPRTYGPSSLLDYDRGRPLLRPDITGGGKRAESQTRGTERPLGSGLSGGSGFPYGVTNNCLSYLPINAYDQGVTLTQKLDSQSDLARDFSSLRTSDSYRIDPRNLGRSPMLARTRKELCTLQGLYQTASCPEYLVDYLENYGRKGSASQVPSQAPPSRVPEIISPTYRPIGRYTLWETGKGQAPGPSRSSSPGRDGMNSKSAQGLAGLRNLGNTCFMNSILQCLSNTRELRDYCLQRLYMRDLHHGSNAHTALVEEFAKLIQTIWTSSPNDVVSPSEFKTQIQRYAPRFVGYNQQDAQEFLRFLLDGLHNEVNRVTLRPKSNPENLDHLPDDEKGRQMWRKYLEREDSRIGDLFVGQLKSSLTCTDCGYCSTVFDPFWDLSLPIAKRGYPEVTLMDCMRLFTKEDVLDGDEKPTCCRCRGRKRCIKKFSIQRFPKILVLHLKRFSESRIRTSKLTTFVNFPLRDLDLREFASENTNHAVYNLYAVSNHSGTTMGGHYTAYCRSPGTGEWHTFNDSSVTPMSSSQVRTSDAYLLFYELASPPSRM
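Cell-free coupled assay: 10nM USP2 core preincubated 30min RT with compound in Tris-HCl pH 8.0/CaCl2/CHAPS buffer, then 25nM Ub-CHOP2 and 25nM reporter substrate; fluorescence (Ex 485/Em 531) read after 60min RT, normalized to NEM inhibition, concentration-response curves fitted.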
TSHR antagonist – blocks TSH signaling through the human TSH receptor | P16473 | TSHR-expressing cells, TSH-stimulated cAMP HTRF, 2 h; stronger effect = lower value | activity change, negative = inhibition, % at 11.5 µM | hit rate 0.2% among 330,000 | AID 504810;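 active = activity change below a set negative limit, meaning inhibition stronger than a set level, cut at about -70% in these data; inconclusive = activity change between two set negative limits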; also: % is scaled to controls: 0 for no effect and ±100 for the full control effect
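TSHR-expressing cells were treated with compounds, then stimulated with TSH at EC80 (4nM final) for 2 hours at 37 deg C. Cellular cAMP was measured by HTRF competition between lysate cAMP and cAMP-d2 for a cryptate-labelled anti-cAMP antibody.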
Eya2 inh – blocks the phosphatase activity of human Eya2; recombinant Eya2, OMFP fluorescence dephosphorylation (OMFP is methylfluorescein phosphate); hit rate 0.006% among 330,000; O00167; Potency, µM (titrated, usually from 76.9 µM), inactives show top-dose activity, negative = inhibition, most hits filed as inhibitors; also: potency is read from the fitted curve at half-maximal effect; % is scaled to controls: 0 for no effect and ±100 for the full control effect
Target sequence (O00167 whole entry, looked up): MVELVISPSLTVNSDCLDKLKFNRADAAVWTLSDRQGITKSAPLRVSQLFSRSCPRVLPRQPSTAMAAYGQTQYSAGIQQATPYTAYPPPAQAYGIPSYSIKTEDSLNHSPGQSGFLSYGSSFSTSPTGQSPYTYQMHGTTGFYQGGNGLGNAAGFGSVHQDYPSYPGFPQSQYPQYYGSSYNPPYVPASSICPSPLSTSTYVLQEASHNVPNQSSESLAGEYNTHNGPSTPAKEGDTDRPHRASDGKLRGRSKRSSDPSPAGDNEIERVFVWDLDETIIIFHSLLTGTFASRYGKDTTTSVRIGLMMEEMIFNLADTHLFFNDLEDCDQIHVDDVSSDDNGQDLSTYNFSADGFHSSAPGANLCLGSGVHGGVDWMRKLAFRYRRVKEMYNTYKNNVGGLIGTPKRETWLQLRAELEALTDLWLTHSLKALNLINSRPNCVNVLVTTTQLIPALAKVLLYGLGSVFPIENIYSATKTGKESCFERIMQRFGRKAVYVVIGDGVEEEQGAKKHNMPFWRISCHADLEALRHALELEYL
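Eya2 protein (added as 0.2 uM solution) was preincubated with compound for 10 min at ambient temperature in 50 mM HEPES pH 7.5, 50 mM NaCl, 5 uM MgCl2, 0.05% BSA, 1 mM DTT. OMFP (added at 50 uM) then reacted 10 min; fluorescence read at 485/525 nm.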
A-T KAP1 phos – potential ataxia-telangiectasia treatment | AID 485349 | Potency, µM (top dose mostly 57.5 µM), inactives show top-dose activation, hits mostly activators | hit rate 0.19% among 320,000 | […] A-T fibroblasts, KAP-1 phosphorylation AlphaLISA; neocarzinostatin DNA damage 30 min before lysis; also: potency is read from the fitted curve at half-maximal effect; % of control where 0% means no effect; nearly all actives have a fitted effect of over 45% in size
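hTERT-immortalized A-T patient fibroblasts ([…]), 500 cells/well in OPTI-MEM, 1% FBS, got compounds for 60 min, then NCS for 30 min at 37C. Lysates were then assayed for phospho-KAP-1 by AlphaLISA (anti-pKAP1 donor, anti-KAP1 acceptor beads), 6 hr at 25C.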
KCNH2 WT inh – inhibitors of human wildtype KCNH2 potassium channel | Q12809 | activity change, % at 1.84 µM | hit rate 0.37% among 340,000 | U2OS, BacMam KCNH2, thallium flux FluxOr; stronger effect = lower value | AID 720551;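 active = maximum activity change below -70%; inconclusive = maximum activity change between -70% and -50%; inactive = maximum activity change above -50%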; also: % is scaled to controls: 0 for no effect and ±100 for the full control effect
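U2OS cells were transduced with wild-type KCNH2 virus (2.03 x 10^8 / mL) for 4 h at room temperature, then cultured overnight at 37 C. Thallium flux was read with FluxOr dye. Rate constants were normalized to DMSO controls.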
KCNH2 3.1 block – KCNH2 3.1 (human) potassium channel inhibition; U2OS KCNH2 3.1, thallium flux FluxOr; stronger effect = lower value; AID 720553; hit rate 0.95% among 340,000; activity change, % (tested at about 1.8 µM);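 active = maximum activity change below -70%; inconclusive = maximum activity change from -70% to -50%; inactive = maximum activity change above -50%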;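 also: thallium influx rate constant from kinetic fluorescence after stimulation buffer; % is scaled to controls: 0 for no effect and ±100 for the full control effect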
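Measured as rate of thallium-driven FluxOr signal in transduced U2OS cells carrying the 3.1 channel, read kinetically for 2 min upon stimulation; values are rate constants scaled to DMSO control wells.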
TCR act – activates T cell receptor signaling; 330,000 tested, under 10 active; Potency, µM (titrated, usually from 9.22 µM), for the others: top-dose activation of IL-2 secretion, usual class: activators; primary human leukocytes, anti-CD3, IL-2 HTRF, 48 h; also: % of control where 0% means no effect
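1) Mix primary human leukocytes, a-CD3 beads and compound. 2) Incubate 48 hr. 3) Add HTRF IL-2 reagents (a-IL-2-K, a-IL-2-d2).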
Mito fusion act – inhibitors of mitochondrial division or activators of mitochondrial fusion; S. cerevisiae fusion-defective mutant growth rescue, CellTiterGlo 48 h; Potency, µM (doses to about 46.1 µM), without a hit: at the top dose growth rescue (activation), usual class: activators; hit rate 0.23% among 320,000; AID 485298;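 also: potency is read from the fitted curve at half-maximal effect; % of control where 0% means no effect; nearly all actives have a fitted effect of over 45% in size; temperature-sensitive fusion mutants such as fzo1-1 at 37 °C on non-fermentable ethanol glycerol medium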
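Compounds are tested for their ability to restore growth of mitochondrial fusion-defective yeast strains at non-permissive 37C in YPEG medium over 48 hours. Viability is quantified by luciferase luminescence.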
The depositor's hits bear a star; u = inconclusive; x = not tested or not shown; [ ] = another dose, or the depositor's remark. Unless noted, calls follow the shape of the dose curve; as a rule, active = well fitted curve in the direction sought with a large enough effect; inconclusive = small, poorly fitted or top-dose-only effect, or another doubt; inactive = no such curve, though single readings can be large; an effect the other way counts as inactive or inconclusive. These rows are one share of the data, so the mix of outcomes need not match the whole.

item | Molecule | A-T KAP1 phos | KCNH2 3.1 block | Eya2 inh | ELG1 DNA repair | KCNH2 WT inh
1 | O=C(O)CCN1C(=O)/C(=C/c2cn(-c3ccccc3)nc2-c2cccs2)SC1=S | 5% | -1 | 4% | 3% | -3
2 | CC(C)=CCC/C(C)=C/CNC(=O)C[C@H]1C[C@H](C(=O)N2CCOCC2)[C@@]2(CCC3CCCC3)c3[nH]c4cc(-c5ccco5)ccc4c3CCN2C1=O | -19% | -9 | 8% | -14% | 0
3 | CCn1cc(CNC(=S)Nc2cccc3ccccc23)cn1 | 14% | 18 | -13% | -26% | 5
4 | CC1(C)CC(=O)C(=Cc2cn(-c3ccccc3)nc2-c2ccc(Cl)cc2)C(=O)C1 | 4% | 0 | 1% | u | 9
5 | Cc1ccc(C(=O)NNC(=O)CCOc2cccc(C)c2)cc1 | 8% | 6 | 10% | 2% | 17
6 | Cc1nc(C(=O)NCC(=O)c2ccccc2)c(C(F)(F)F)o1 | -1% | -6 | -26% | -24% | 0
7 | Cc1nnc2ccc(N3CCCCC3)nn12 | 30% | -4 | -7% | u | 9
8 | COc1ccccc1NC(=O)CSc1nc(SC)ns1 | -4% | -24 | 1% | u | -8
9 | CCCCC1=CC2=C(c3ccco3)C(=O)C(C)(OC(=O)c3ccc(OC)cc3)C(=O)C2=CN1C1CCCCC1 (stereo not drawn) | 6% | x | 12% | -9% | x
10 | CCNC(=O)c1sc(=S)n(-c2ccc(C)cc2)c1N | x | -7 | -2% | 11% | -2

item | TSHR antagonist | USP2a inh | TRPV1 ag | Mito fusion act | TCR act
1 | -2 | 3% | 7 | -2% | -13%
2 | 6 | 3% | x | x | 8%[46.1 µM]
3 | 21 | 1% | 24 | 13% | -4%
4 | 15 | 0% | -4 | -3% | 0%
5 | 0 | 1% | 2 | -3% | -1%
6 | 10 | -2% | -2 | 1% | -6%
7 | 2 | -6% | -1 | -3% | 8%
8 | 4 | 1% | -2 | -9% | 1%
9 | -10 | 0% | 2 | -37%[inhibitor] | -59%
10 | 6 | 2% | -3 | 1% | -6%

Following part
item | Molecule | A-T KAP1 phos | KCNH2 3.1 block | Eya2 inh | ELG1 DNA repair | KCNH2 WT inh
11 | CC1CN(C(=O)CSc2nnc(-c3cccs3)n2N)CC(C)O1 (stereo not drawn) | -4% | 0 | 12% | 16% | -15
12 | CCN(CC)C(=O)[C@H]1CC(CC(=O)NCc2ccco2)C(=O)N2CCc3c([nH]c4ccccc34)[C@]12C (stereo partly drawn) | 21% | -3 | -35% | 3% | 1
13 | CCC(NC(=O)NC1=NCCS1)(C(F)(F)F)C(F)(F)F | 5% | -5 | 6% | -2% | -12
14 | COC(=O)COc1ccc(-c2ccccc2)cc1C=O | -1% | 8 | -1% | 21% | -3
15 | O=C(/C=C/c1ccc2c(c1)OCO2)N1CCCCC1 | -7% | -2 | -7% | u | -4
16 | Cc1nn(CC(=O)NCc2ccc(-n3cccn3)cc2)c(C)c1[N+](=O)[O-] | 0% | x | -1% | -13% | -6
17 | Cc1nc2ncnn2c(C)c1CCC(=O)NC(C)CCc1ccco1 (stereo not drawn) | 2% | 8 | 7% | 6% | 4
18 | CC(C)Oc1ccc(/C(O)=C2/C(=O)C(=O)N(CCN(C)C)C2c2cccs2)cc1 (stereo not drawn) | 0% | 1 | 6% | u | 10
19 | COCCN(C(=O)Nc1ccccc1)c1ccccc1C | 2% | 14 | 4% | 7% | -20
20 | COC(=O)[C@H](C)NC(=O)NCCC1=CCCCC1 | -2% | 11 | -29% | 12% | 6

item | TSHR antagonist | USP2a inh | TRPV1 ag | Mito fusion act | TCR act
11 | 14 | 0% | -1 | 1% | -3%
12 | 9 | 0% | x | x | 1%
13 | 2 | 4% | 1 | 1% | -6%
14 | 13 | -8% | -6 | -9% | 0%
15 | 4 | 0% | u | 1% | 1%
16 | -5 | 2% | 3 | -4% | -5%[46.1 µM]
17 | -3 | 0% | -2 | 1% | -4%
18 | 5 | 3% | 0 | -2% | -6%[46.1 µM]
19 | -10 | 3% | 1 | 0% | -3%[46.1 µM]
20 | -10 | 5% | 2 | 3% | -1%

Continued:
item | Molecule | A-T KAP1 phos | KCNH2 3.1 block | Eya2 inh | ELG1 DNA repair | KCNH2 WT inh
21 | CCOC(=O)C(=NCCCN(C)C)NNc1ccc(Br)cc1 | -1% | u | 4% | 23% | x
22 | CC(Cl)C(=O)N1c2ccccc2CCc2ccccc21 (stereo not drawn) | 5% | -1 | -6% | -14% | -22
23 | CC(C)CN(C(=O)CN1C(=O)NC2(CCc3ccccc32)C1=O)C1CCS(=O)(=O)C1 (stereo not drawn) | 0% | 17 | 10% | 16% | 2
24 | Cc1cc(C(=O)Nc2cccc(S(=O)(=O)N3CCOCC3)c2)c2ccccc2n1 | 8% | 2 | -26% | u | -13
25 | CCN1CCN(C(=O)CN(C)S(=O)(=O)c2cc(C)ccc2OC)CC1 | 3% | 8 | 4% | u | -9
26 | COc1ccc(CNCC(O)(c2ccc(Cl)cc2)c2ccc(Cl)cc2)cc1 | -1% | -33 | -13% | 8% | 3
27 | O=S(=O)(c1ccc2[nH]ccc2c1)N1CCCCCC1 | 8% | -5 | -9% | 6% | -9
28 | CC1CC(NC(=O)c2c(O)nc3sccn3c2=O)CC(C)(C)C1 (stereo not drawn) | 11% | 0 | 1% | 12% | -1
29 | O=C(Nc1cccc2ncccc12)c1ccco1 | 0% | -6 | 8% | -5% | -5
30 | COc1ccccc1N1CC(O)=C(c2nc3ccccc3s2)C1=N | 6% | 0 | -11% | u | -10

item | TSHR antagonist | USP2a inh | TRPV1 ag | Mito fusion act | TCR act
21 | 6 | 2% | -1 | 7% | -4%[46.1 µM]
22 | -20 | 3% | 0 | 8% | 4%
23 | 10 | 0% | -3 | 0% | -7%
24 | x | 0% | x | x | -7%
25 | 0 | -1% | -1 | -2% | -4%
26 | -8 | -7% | -4 | -29% | 0%
27 | -8 | 5% | 6 | 8% | -1%
28 | -14 | -3% | -3 | 19% | 7%
29 | 27 | 4% | 5 | 1% | 4%
30 | x | -4% | 1 | 7% | -4%

Additional structures.
item | Molecule | A-T KAP1 phos | KCNH2 3.1 block | Eya2 inh | ELG1 DNA repair | KCNH2 WT inh
31 | CCOC(=O)c1[nH]cnc1C(=O)NC(C)C | x | -11 | 0% | 16% | 2
32 | Cc1c(C)c2ccc(OCC(=O)NC3CCN(Cc4ccccc4)CC3)cc2oc1=O | -11% | 4 | -10% | 11% | 12
33 | CCCN(C(=O)c1ccc(N2CCCC2=O)cc1)c1c(N)n(Cc2ccccc2)c(=O)[nH]c1=O | -6% | -10 | -4% | 7% | -6
34 | Cc1ccc(-n2c(=O)c3c4c(sc3n(Cc3cc(=O)n5ccccc5n3)c2=O)CCC4)cc1C | 3% | 4 | 0% | -28% | -19
35 | COc1cccc(CNC(=O)CN2C(=O)NC(Cc3ccccc3)(c3ccccc3)C2=O)c1 (stereo not drawn) | -7% | 22 | 3% | -5% | 0
36 | CCN(CC)C(=O)CN1C(=O)/C(=C/c2ccccc2)SC1=S | 6% | -3 | -16% | 7% | -2
37 | COc1ccc(C2CC(c3ccccc3)n3nc(NC(=O)c4cccs4)nc3N2)cc1 (stereo not drawn) | -4% | -15 | 15% | u | 45
38 | CCCOc1nc2c(c(=O)n(C)c(=O)n2C)n1CCC | -7% | -5 | -4% | 4% | 6

item | TSHR antagonist | USP2a inh | TRPV1 ag | Mito fusion act | TCR act
31 | -3 | -1% | 0 | 0% | -8%[46.1 µM]
32 | -2 | 3% | 2 | 0% | 5%
33 | 0 | 3% | 4 | -9% | 3%
34 | 9 | 4% | 1 | -2% | -2%[46.1 µM]
35 | 61 | 0% | 4 | -2% | 11%
36 | -1 | 0% | 16 | -6% | 0%
37 | -2 | -9% | -4 | 0% | -4%
38 | 9 | -10% | -1 | 7% | 8%

Four entries already listed, arranged by count of non-hydrogen atoms, smallest number first.
item | Molecule | A-T KAP1 phos | KCNH2 3.1 block | Eya2 inh | ELG1 DNA repair | KCNH2 WT inh
38 | CCCOc1nc2c(c(=O)n(C)c(=O)n2C)n1CCC | -7% | -5 | -4% | 4% | 6
36 | CCN(CC)C(=O)CN1C(=O)/C(=C/c2ccccc2)SC1=S | 6% | -3 | -16% | 7% | -2
32 | Cc1c(C)c2ccc(OCC(=O)NC3CCN(Cc4ccccc4)CC3)cc2oc1=O | -11% | 4 | -10% | 11% | 12
35 | COc1cccc(CNC(=O)CN2C(=O)NC(Cc3ccccc3)(c3ccccc3)C2=O)c1 (stereo not drawn) | -7% | 22 | 3% | -5% | 0

item | TSHR antagonist | USP2a inh | TRPV1 ag | Mito fusion act | TCR act
38 | 9 | -10% | -1 | 7% | 8%
36 | -1 | 0% | 16 | -6% | 0%
32 | -2 | 3% | 2 | 0% | 5%
35 | 61 | 0% | 4 | -2% | 11%
